High-throughput results as filed in PubChem.
Cneo AK release: Cryptococcus neoformans cell lysis inducers, primary screen, AK release luminescence, single concentration; C. neoformans lysis, adenylate kinase release luminescence, 4 h; normalised: neutral wells 0, clomiphene wells 100; 0.2% of 360,000 active; AID 651654, 2012; lysis activity, % at 15 µM;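 active = mean lysis activity across replicates of at least 80%, whatever share of replicates individually reach that level; inactive = mean lysis activity below 80%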
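Assay system: log-phase C. neoformans yeast / Quantity: yeast cell density of 5 × 10^6 cells/mL / Medium: fresh YPD growth medium / Compound: single dose / Timing: static 4 h at 37 °C with compound, 1 h detection / Measured by: adenylate kinase release luminescence / Read-out: lysis from increased AK signal / Benchmarks: Clomiphene as positive lysis control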
PGC1a acetyl inh: inhibitors of PGC1a acetylation signal, primary screen, cell-based, U2OS, AlphaScreen, inhibitor mode | AlphaScreen anti-acetyl-lysine; with virally co-expressed GCN5 acetyltransferase | inhibition, % at 15.6 µM | 0.17% of 350,000 active;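 active = every replicate shows inhibition of at least 40%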;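 note: 0% = neutral control wells and 100% = positive control wells; some results beyond the cut were filed as inactive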
C2C12 statin: suppressors of statin myotoxicity in C2C12 myotubes, primary screen, cell-based, single point, plate reader. 0.78% of 330,000 active. C2C12 myotubes + simvastatin, ATP luminescence, 48 h; scaled: DMSO 0, geranylgeraniol control 100. rescue of ATP level, % at 7.49 µM;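 active = mean ATP rescue above about 67%, or every replicate alone reaching that limit, limit read from the data, passing the limit was not always enough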;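 note: myotubes were challenged with 10 µM simvastatin during compound exposure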
* = called active by the depositor.

structure | Cneo AK release | PGC1a acetyl inh | C2C12 statin
O=C(O)CCC(=O)N(Cc1cccs1)Cc1cccs1 | 2 | -3 | 0
CCC(Oc1ccc(C)c(C)c1)C(=O)O (centres undefined) | 1 | 5 | 2
O=C(O)CC1(c2ccccc2)C(=O)c2ccccc2C1=O | -5 | 0 | 2
Cc1cccc(-n2cnc(C(=O)N/N=C/c3ccccc3)c2)n1 | -5 | 5 | 9
Cc1ccccc1C1=NC(c2ccc(F)cc2F)ON1 (centres undefined) | -2 | 13 | 2
Cc1cc(C(=O)N2CCCC2C(=O)O)c(C)o1 (centres undefined) | 1 | 2 | 3
CCOc1ccc2nc(N3CCOCC3)nc(C)c2c1 | -18 | 1 | -38
O=C(Nc1sc2c(c1C(=O)O)CCC2)c1ccccc1 | -1 | 12 | -24
COc1ccc(CCN2C(=O)CC(NCc3ccc4c(c3)OCO4)C2=O)cc1OC (centres undefined) | -1 | 50 | 16
N#Cc1c(N)n(CCc2ccc(F)cc2)c2nc3ccccc3nc12 | 1 | -5 | 12
COc1cc(C(=O)N(Cc2ccc(F)cc2)C2CCS(=O)(=O)C2)cc(OC)c1OC (centres undefined) | 2 | 4 | -8
Cc1cc(C(=O)CSc2nc3ccccc3o2)c(C)n1C1CC1 | -5 | 1 | -7
CCc1nc(NCCN2CCOCC2)c2oc3ccccc3c2n1 | 3 | -11 | -20
COc1cccc(C2C3=C(CC(C)(C)CC3=O)OC(N)=C2[N+](=O)[O-])c1 (centres undefined) | -5 | 4 | -2
CCC(OC(=O)c1ccco1)C(=O)NCc1ccc(C)cc1 (centres undefined) | -3 | 1 | -9
CCc1cc(=O)oc2c3c(cc(OCC(=O)NCc4ccco4)c12)OC(C)(C)CC3 | 0 | -8 | 3
COc1ccc(NC(=O)c2ccc(-n3cccn3)nc2)c(OC)c1 | 1 | 3 | -2
COc1cc(CNc2ccc(N3CCOCC3)c(C(=O)O)c2)ccc1OCC(N)=O | -1 | -19 | -4
COc1ccc(Cn2c(C)c(C)c(C#N)c2NC(=O)Nc2cccc(Cl)c2)cc1 | -2 | -6 | 19
COc1ccc(OC)c(C(=O)COC(=O)C2CC3CCCC(C2)C3=O)c1 (centres undefined) | -4 | 17 | 4
Cc1ccc(CC(=O)OCC(=O)NC2CCCC(C)C2C)cc1C (centres undefined) | -2 | -1 | 5
Cc1ccc(/C=C/C(=O)Nc2cc(C)on2)cc1 | 0 | 7 | 33
Nc1c(-c2ccc(Cl)cc2)cnn1C1CCS(=O)(=O)C1 (centres undefined) | -2 | 10 | -8
COc1ccccc1-n1c(C)nc(=O)c(-c2ccccc2)c1C | -1 | 4 | -11
CC1Cc2ccccc2N1S(=O)(=O)c1cccc(C(=O)OCC(=O)NC2CCS(=O)(=O)C2)c1 (centres undefined) | 3 | -2 | 16
O=C(Nc1nc(-c2ccccn2)cs1)c1ccc(Br)s1 | 7 | 19 | -23
Cc1nccn1CC(O)COc1ccccc1 (centres undefined) | 0 | -5 | -3
CCOC(=O)N1CCC(n2c(=S)[nH]c3cc(OC)c(OC)cc3c2=O)CC1 | 0 | -42 | -7
CC1(C)C2CCC1(C)C(OC(=O)CSc1nc(N)cc(=O)[nH]1)C2 (centres undefined) | 17 | 6 | 38
COc1ccc(S(=O)(=O)N2CCCN(Cc3cccc(F)c3)CC2)cc1 | 6 | -2 | 11
CCOC(=O)c1ccc(NC(=O)c2ccc(CO)c(C(=O)NC3CCN(C(=O)OCC)CC3)c2)cc1 | -1 | 7 | 1
O=C(Nc1nnc(SCc2ccc(Cl)cc2)s1)c1ccco1 | 1 | -5 | 13
COc1cc(NC(=O)Cc2ccccc2)cc(OC)c1 | -1 | 2 | 9
Cc1ccc(Sc2cnn(-c3ccccc3)c(=O)c2Cl)cc1 | 8 | -5 | 12
CCCc1cc(=O)oc2cc(C)cc(OCc3nn[nH]n3)c12 | 7 | 5 | 14
O=C(Nc1ccc(N=Nc2ccccc2)cc1)c1ccc(Cl)cc1Cl | 0 | 0 | -2
COc1cc(N/C(=N/S(=O)(=O)c2ccccc2)c2ccccc2)ncn1 | 2 | -1 | 1
COc1ccc(-c2nc3scc(-c4ccc(OC)c(OC)c4)c3c(=O)o2)cc1 | -2 | 2 | 15
N#C/C(=C(/O)CN1CCN(c2ccccc2F)CC1)c1nc(-c2ccccc2)cs1 | 0 | -3 | 10
COc1cc(SC)ccc1C(=O)OC1CCOC1=O (centres undefined) | 0 | -4 | 3
COc1ccc(N(C(=O)C(C)C)S(=O)(=O)c2ccc(Cl)cc2)cc1 | -2 | -24 | 18
COc1cccc(NC(=O)N(C2CCCCC2)C(C)c2cccs2)c1 (centres undefined) | 1 | 2 | 7
CCN(CC)CCNc1ccc(Cl)cc1[N+](=O)[O-] | 1 | 7 | -18
COc1ccc(C=O)cc1COc1ccc(F)cc1F | 2 | 10 | 11
O=C(N/N=C\c1ccccn1)C1COc2cc3ccccc3cc2O1 (centres undefined) | -2 | 5 | 1
CCCCn1c(O)c(C(CC)=Nc2ccc3c(c2)CCC3)c(=O)[nH]c1=O | 2 | -3 | -1
Cc1ccccc1OCCn1c(=O)sc2ccccc21 | -2 | 3 | 16
O=S(CCc1ccncc1)Cc1ccccc1 (centres undefined) | 0 | 14 | 3
CCOc1ccc2nc(NC(=O)Cc3cccs3)sc2c1 | -7 | -26 | -22
O=C(COc1ccccc1)N1CCN=C1c1ccccc1 | -1 | 4 | 4
CS(=O)(=O)N(CC(=O)N/N=C/c1cccs1)c1cccc(Cl)c1Cl | 4 | -8 | 119*
COc1ccc(-c2cc(C(=O)n3cnc4ccccc43)c3ccccc3n2)cc1 | -5 | 6 | 87*
CN(CCCNC(=O)C1CCN(S(=O)(=O)N2CCC3(CC2)OCCO3)CC1)Cc1ccccc1 | 3 | -7 | 10
COC(=O)c1ccc(C(=O)OC)nc1 | -2 | -5 | -7
CN1C(=O)C(CC(=O)Nc2ccc3c(c2)Cc2ccccc2-3)N(C)C1=O (centres undefined) | -4 | 13 | -9
Clc1ccccc1C1=Nn2c(nnc2-c2ccncc2)SC1 | 0 | 18 | 53
COc1ccccc1OCCC(=O)OCC(=O)NC(=O)NC(C)(C)C | -4 | -3 | -27
CCOC(=O)c1ccc(CSc2nncn2N)o1 | -2 | 7 | 3
O=C(NCc1ccc2c(c1)OCO2)C(=O)NC1CCCCC1 | 0 | -24 | 3
Cc1cccc(NC(=O)c2ccccc2NC(=O)C(C)(C)C)n1 | 8 | -6 | 16

Next part.
structure | Cneo AK release | PGC1a acetyl inh | C2C12 statin
CCCCCN1C2=NCCN2c2ccccc21 | -1 | 0 | -2
Cc1ccc(C(=O)CCC(=O)Nc2cccc(C(F)(F)F)c2)cc1 | -3 | 38 | -45
COc1cccc(NC(=O)CSc2nccn2-c2cccc(OC)c2)c1 | 4 | 14 | -3
COc1cccc(OC)c1C(=O)Nc1cccc(C(C)=O)c1 | -5 | 3 | 22
COc1ccc(N2CCN(S(=O)(=O)c3cccc4nsnc34)CC2)cc1 | -2 | -4 | -3
CCCCCC(=O)N/N=C(\C)c1ccc(NC(=O)c2ccco2)cc1 | -1 | 5 | -7
CC(=O)Nc1nc(COc2ccc3ccccc3c2)cs1 | -1 | -17 | 6
CCOC(=O)Cc1cc(=O)c2c(=O)n(-c3ccccc3)[nH]c2[nH]1 | 3 | -2 | -3
Cc1ccc(Cn2nnc3c(=O)n(Cc4cccc(C)c4)cnc32)cc1 | -1 | -7 | 14
Cc1ccc(S(=O)(=O)N2CCC(C(=O)N[C@@H](C)C(=O)NCc3ccccc3)CC2)cc1 | 1 | -1 | -7
CCOC(=O)c1c(C)[nH]c(C)c1C(=O)CSc1nnc(-c2ccncc2)n1C | 25 | -4 | -1
O=C(O)CSc1nc2ccccc2[nH]1 | 1 | 3 | -9
Cc1occc1C(=O)N1CCN(C(c2ccccc2)c2ccccc2)CC1 | -2 | -1 | 4
O=C(O)C1NCCc2ccccc21 (centres undefined) | 0 | 11 | -143
COc1ccc(S(=O)(=O)Nc2nc(C(F)(F)F)cs2)cc1 | 0 | -3 | -3
C=CCSc1nc2ccccc2n1S(=O)(=O)c1ccc(Cl)cc1 | -1 | 11 | 10
O=C(O)c1cc(Cl)c2ccccc2c1O | 4 | -3 | -2
Cc1cc(NCCN2CCOCC2)n2c(nc3ccccc32)c1C#N | 0 | 0 | -9
CCN1C=C(Cc2cccs2)C2=C(C1)C(c1cccs1)C(C#N)=C(N)O2 (centres undefined) | 2 | 8 | 8
O=C(Nc1ccccc1)C1=C(O)CC(c2ccco2)CC1=Nc1ccccc1 (centres undefined) | -2 | -4 | -16
CN(C)C=Nc1ncc2c([nH]c3ccccc32)c1C#N | 1 | 3 | -9
CN(C)CCNc1ncnc2c1ncn2[C@H]1CN(Cc2ccco2)C[C@@H](CO)O1 | 0 | 5 | -54
CCS(=O)(=O)N1CCN(Cc2nc3ccccc3c(=O)[nH]2)CC1 | 0 | 19 | -14
O=C(CN(CC1CCCO1)C(=O)CCC(=O)Nc1ccccn1)NCC1CCCO1 (centres undefined) | 2 | 4 | 10
COc1ccc(N=Nc2nc3ccc(Br)cc3n2C)cc1 | 7 | 2 | -32
NC(=O)c1ccsc1NC(=O)c1nc(-c2ccccc2)n(-c2ccccc2)n1 | 4 | 3 | -13
CCOC(=O)c1cccc(Nc2nc(-c3cccnc3)nc3ccccc23)c1 | 4 | 58 | -26
CC(C)c1nnc(SCC(=O)NCCC2=CCCCC2)n1N | 1 | -15 | 6
Cc1cc(-c2ccccc2)n(-c2ccc(C(=O)NC(C)C)cc2)n1 | -4 | -4 | 12
COCC(C)n1c(C)cc(C(=O)Cn2c(=O)oc3ccccc32)c1C (centres undefined) | 2 | 1 | -5
Cc1cc(=O)n2nc(-c3ccccc3)sc2n1 | -1 | 2 | 8
CN1CCN(c2nc3c(c(=O)n(C)c(=O)n3C)n2CCSc2nc3ccccc3s2)CC1 | -1 | 16 | 5
O=C(CNCC1CCCO1)Nc1ccccc1N1CCCCCC1 (centres undefined) | 0 | -16 | 15
O=C(OCc1nnc(-c2ccccc2)o1)c1cn(-c2ccccc2)nc1-c1ccccc1 | 0 | -5 | 4
N#Cc1c(SCc2ccc(Cl)cc2)sc(C(=O)c2ccccc2)c1N | 0 | -9 | 21
CNC(=O)c1sc(-c2cccnc2)nc1C | 0 | 9 | 0
Cc1occc1C(=O)Nc1ccccc1NC(=O)c1ccoc1C | 1 | 7 | 0
Cc1[nH]nc2c1C(c1cn[nH]c1-c1ccc(F)cc1)C(C#N)=C(N)O2 (centres undefined) | -3 | 12 | -23
COc1ccc(CN(Cc2cc3cc(OC)c(OC)cc3[nH]c2=O)C(=O)NC2CCCCC2)cc1 | 3 | -3 | 14
COC(=O)CNc1nc(-c2ccccc2F)nc2ccccc12 | -3 | -3 | 18
c1cc2c3c(cccc3c1)NC1(CCCCCC1)N2 | -1 | -12 | -3
Cc1cc(Cl)c(S(=O)(=O)NCCC(=O)O)cc1OCC(N)=O | 1 | 4 | -8
CCCCSc1nc(O)c(C2OC(=O)c3c2ccc(OC)c3OC)c(=O)n1-c1ccccc1 (centres undefined) | -2 | 2 | -5
O=C(Nc1cccnc1)c1ccc(COc2ccccc2Cl)o1 | -1 | -17 | -18
CCCN1CCN(c2nc3c([nH]2)c(=N)ncn3CC(O)CO)CC1 (centres undefined) | -3 | -9 | 4
CN(C)CC(=O)c1ccc(-c2ccccc2)cc1 | -1 | -34 | -10
Cc1cc(C)nc(NS(=O)(=O)c2ccc(-n3cccc3)cc2)n1 | 2 | -8 | 2
CN(C)c1ccc(/C=C(/NC(=O)c2ccccc2)C(=O)NCCCn2ccnc2)cc1 | 0 | 13 | -3
CCC/C(O)=C1\C(=O)CC(C)(C)CC1=NCCO | 1 | 1 | 1
NS(=O)(=O)c1ccc(CCNC(=O)c2ccccc2F)cc1 | -3 | -13 | -1
Nc1ncnc2nc(Sc3ccc(Cl)cc3)[nH]c12 | 0 | 5 | 14
COc1ccc(C2=NN3C(=O)c4c(ccc(OC)c4OC)C3C2)cc1 (centres undefined) | -2 | 2 | 1
C/C(=C1/SC(N2CC(C)OC(C)C2)=NC1=O)c1ccccc1 (centres undefined) | -2 | 5 | -1
C/C(=N\OC(=O)c1ccc(F)cc1)c1nccs1 | -5 | 1 | -20
CCOc1cc(C(=O)NCC(C)CN(C)C)cc(OCC)c1OCC (centres undefined) | 4 | 5 | 19
COC(=O)c1sccc1NC(=S)N1CCCC(C)C1 (centres undefined) | 0 | 5 | -7
Clc1ccccc1OCc1nnc(-c2ccccc2Br)o1 | -1 | -17 | -4

Three records picked at random from those above, as already listed:
structure | Cneo AK release | PGC1a acetyl inh | C2C12 statin
C/C(=N\OC(=O)c1ccc(F)cc1)c1nccs1 | -5 | 1 | -20
COc1ccc(C2=NN3C(=O)c4c(ccc(OC)c4OC)C3C2)cc1 (centres undefined) | -2 | 2 | 1
CCC/C(O)=C1\C(=O)CC(C)(C)CC1=NCCO | 1 | 1 | 1

Another view of part of the listing above.
Screens in order: Cneo AK release | PGC1a acetyl inh | C2C12 statin
CCCN1CCN(c2nc3c([nH]2)c(=N)ncn3CC(O)CO)CC1 (centres undefined)
  -3 | -9 | 4
C/C(=C1/SC(N2CC(C)OC(C)C2)=NC1=O)c1ccccc1 (centres undefined)
  -2 | 5 | -1

A portion of the library; count on the stated rates, not on these rows.
